Screening data: PubChem, several laboratories
MITF TRPM1 HTS: activators of MITF-driven TRPM1 promoter activity in SK-MEL-5 cells; SK-MEL-5 TRPM1-promoter luciferase, 24 h; % of positive control, neutral wells = 0; activation, % at 12.5 µM; actives 0.75% (n = 300,000);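 active = mean activation of at least 80% with every replicate also reaching 80%; inconclusive = mean reaches 80% but some replicate falls short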;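 also: 0% = neutral control wells and 100% = parthenolide positive control wells; values of inactives mirror those of a sister screen read the other way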
SR-BI DiI-HDL act: activators of SR-BI mediated HDL lipid uptake; CHO ldlA[mSR-BI] cells, DiI-HDL uptake fluorescence, 3 h; 100 = double the neutral-control signal; activation, % at 12.5 µM; actives 0.096% (n = 320,000);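 active = mean replicate activation of at least 60% and every replicate at or above 60%; inconclusive = mean or all-replicate condition met, but not both; inactive = mean below 60% and not all replicates reaching 60%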;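 also: 0% = median plate neutral-control signal and 100% = twice that signal; values of inactives mirror those of a sister screen read the other way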
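Material: SR-BI-overexpressing, LDLR-lacking CHO cells | Dosing: Single compound concentration, delivered by pin transfer | Probe or stimulus: Labelled HDL, 10 µg/mL | Signal: Bottom-read cell fluorescence after medium removal, ex 550/em 595 nm | Schedule: 3 h, 37 °C | Evaluation: HDL uptake via cellular fluorescence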
cardiac RTF act: cardiac RTF calcium sensitization. IANBD-labeled TnC RTF fluorescence at EC20 calcium; 0% EC20 calcium, 100% full calcium. activation, % at 7.2 µM. actives 0.24% (n = 340,000). AID 493008;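 active = activation above the mean over all tested compounds plus 3 SD, cut at about 30% in these data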;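 also: rise in fluorescence read as greater calcium sensitivity of cardiac thin filaments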
PvdQ inh: P. aeruginosa PvdQ acylase inhibition; purified PvdQ acylase, fluorescence plate reader; inhibition, % at 10 µM; actives 0.063% (n = 340,000); in the data active = inhibition above about 30%, passing the limit was not always enough; inconclusive = no clear call, values can overlap the other calls;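 also: 0% = vehicle neutral wells and 100% = reference inhibitor wells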
dFosB act: mouse delta FosB homodimer activation; actives 0.99% (n = 340,000); purified delta FosB, TAMRA-CDK5 oligo fluorescence polarization; percent of positive-control signal above neutral wells; AID 493131; activation, % at 25 µM; P13346;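 active = mean activation above about 17%, with every replicate also reaching it, limit read from the data, passing the limit was not always enough; inconclusive = only one of the two conditions met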;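 also: fluorescence polarization rise as delta FosB binds a TAMRA Cdk5 AP-1 oligo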
CDK5 p35 inh: blocks human CDK5/p35 kinase activity; Q00535+Q15078; actives 0.01% (n = 330,000); inhibition, % at 10 µM; Recombinant CDK5/p35, ADP-Glo luminescence, 60 min;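 active = highest replicate inhibition of at least 50% and at least 75% of replicates reaching 50%; inconclusive = only one of the two criteria met; inactive = both criteria failed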;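 also: plate controls were DMSO neutral control for no effect and GW8510 at 10 µM for full effect; many of its hits are not listed in these tables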
Wnt act: activates Wnt/beta-catenin signaling in a reporter cell assay; activator, plate reader; activation, % at 9.35 µM; actives 1.2% (n = 300,000); AID 743398; in the data active = activation above about 30%, passing the limit was not always enough; inconclusive = no clear call, values can overlap the other calls;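 also: 0% = neutral control wells and 100% = positive control wells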
Rtt109 Vps75: blocks Candida albicans Rtt109/Vps75 acetyltransferase activity; purified Rtt109/Vps75, ThioGlo CoA-SH fluorescence, 4 h; inhibition, % at 34.9 µM; actives 0.16% (n = 330,000);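 active = inhibition of at least 50% in every replicate; inconclusive = best replicate reaches 50% inhibition but some replicates fall short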
Target sequence (Q5AAJ8 whole entry, looked up): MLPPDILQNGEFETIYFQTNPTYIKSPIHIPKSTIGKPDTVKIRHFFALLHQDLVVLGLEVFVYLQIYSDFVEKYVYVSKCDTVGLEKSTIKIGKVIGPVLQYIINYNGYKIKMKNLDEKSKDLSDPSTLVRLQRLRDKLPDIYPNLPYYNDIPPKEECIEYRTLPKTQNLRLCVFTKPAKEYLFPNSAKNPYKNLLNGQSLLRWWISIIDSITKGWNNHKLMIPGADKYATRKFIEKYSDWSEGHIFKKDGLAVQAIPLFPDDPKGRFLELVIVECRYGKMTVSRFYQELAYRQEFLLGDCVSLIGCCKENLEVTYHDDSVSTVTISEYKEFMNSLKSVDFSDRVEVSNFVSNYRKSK
HTR5A ag: counter-screen for OPRM1-OPRD1 agonists: human HTR5A agonism | P47898 | HTR5A agonist assay, luminescence, cell-based | activation, % at 9.3 µM | actives 0.61% (n = 340,000) | AID 504692; in the data active = activation mostly above about 9.5%, no sharp cut-off; inactive = mostly below about 7.6%;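 also: 0% = cells with vehicle only and 100% = reference agonist; strong numbers were not always called active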
SR-BI HDL uptake: inhibitors of mouse SR-BI mediated HDL lipid uptake | Q61009 | ldlA[mSR-BI] CHO cells, DiI-HDL uptake fluorescence, 3 h | inhibition, % at 12.5 µM | actives 0.96% (n = 320,000) | AID 488896;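 active = mean replicate inhibition of at least 70% and a set share of replicates each scoring 70 or more; inconclusive = meets just one of the two criteria; inactive = fails both criteria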;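 also: 0% = median of neutral control wells and 100% = median of positive control wells; values of inactives mirror those of a sister screen read the other way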
Target sequence (Q61009 whole entry, looked up): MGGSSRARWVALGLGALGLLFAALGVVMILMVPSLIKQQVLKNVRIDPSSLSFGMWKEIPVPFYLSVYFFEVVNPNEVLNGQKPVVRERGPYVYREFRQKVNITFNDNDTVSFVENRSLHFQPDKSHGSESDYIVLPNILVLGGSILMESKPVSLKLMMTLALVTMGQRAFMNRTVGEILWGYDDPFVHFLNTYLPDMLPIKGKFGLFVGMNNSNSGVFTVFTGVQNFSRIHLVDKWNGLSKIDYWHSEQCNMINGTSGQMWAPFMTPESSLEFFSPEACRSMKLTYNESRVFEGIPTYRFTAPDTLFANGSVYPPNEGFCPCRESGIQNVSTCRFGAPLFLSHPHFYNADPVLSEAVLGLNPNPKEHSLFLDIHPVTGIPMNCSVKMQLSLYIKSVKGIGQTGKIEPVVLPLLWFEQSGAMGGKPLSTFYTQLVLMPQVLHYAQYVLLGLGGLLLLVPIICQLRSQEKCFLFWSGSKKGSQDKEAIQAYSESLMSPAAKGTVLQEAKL
* marks the source's active call; other numbers are inactive results.

Screening COc1ccc(/C=C(\NC(=O)c2ccccc2)C(=O)OCC2CCCN3CCCCC23)cc1OC (stereo not given) returned MITF TRPM1 HTS 1, SR-BI DiI-HDL act 21, cardiac RTF act 1, PvdQ inh -15, dFosB act 0, CDK5 p35 inh -2.6, Wnt act -3, Rtt109 Vps75 -12, HTR5A ag -2 and SR-BI HDL uptake -21.
`O=C(Nc1cc(Cl)ccc1C(=O)O)c1ccc(CN2C(=O)c3ccccc3C2=O)cc1` gave SR-BI DiI-HDL act 26, cardiac RTF act 0, PvdQ inh -11, dFosB act 9, CDK5 p35 inh -0.4, Wnt act -1, Rtt109 Vps75 -3, HTR5A ag 2 and SR-BI HDL uptake -26.
`OCC[C@H]1C[C@@H](O)[C@H](O)[C@]2(OCc3ccccc32)O1` gave MITF TRPM1 HTS 4, SR-BI DiI-HDL act 41, cardiac RTF act -4, PvdQ inh -11, dFosB act 1, CDK5 p35 inh 1.6, Wnt act 0, Rtt109 Vps75 13, HTR5A ag 1 and SR-BI HDL uptake -41.
For CCOc1ccc(NS(=O)(=O)c2ccc3c(c2)CCN3C(=O)CCC(=O)O)cc1 the results were MITF TRPM1 HTS -3, SR-BI DiI-HDL act 0, cardiac RTF act 5, PvdQ inh -17, dFosB act 8, CDK5 p35 inh 7.3, Rtt109 Vps75 -4, HTR5A ag 4 and SR-BI HDL uptake 0.
Screening COc1cc2c(cc1OC)CN(C(=S)Nc1ccccc1Cl)CC2 returned MITF TRPM1 HTS -7, SR-BI DiI-HDL act -57, cardiac RTF act 2, PvdQ inh -19, dFosB act -2, CDK5 p35 inh 0.5, Wnt act -2, Rtt109 Vps75 -13, HTR5A ag 6 and SR-BI HDL uptake 57.
O=C(Cn1c(=O)oc2ccc(Cl)cc21)NC1CCCCC1 was read as MITF TRPM1 HTS 11, cardiac RTF act -6, PvdQ inh -12, dFosB act 0, CDK5 p35 inh -1.2, Wnt act 0, Rtt109 Vps75 -5, HTR5A ag -1 and SR-BI HDL uptake 0.
For Cc1cc(C(=O)NC2CCCc3c2cnn3-c2cccc(C)c2C)no1 (stereo not given) the results were MITF TRPM1 HTS 18, SR-BI DiI-HDL act 3, cardiac RTF act -2, PvdQ inh 0, dFosB act -9, CDK5 p35 inh 0.4, Wnt act -5, Rtt109 Vps75 1, HTR5A ag -4 and SR-BI HDL uptake -3.
For CO/N=C/C(C#N)=C/c1cc(C(=O)c2ccccc2)cn1C the results were MITF TRPM1 HTS -5, SR-BI DiI-HDL act -64, cardiac RTF act 2, PvdQ inh 0, dFosB act -10, CDK5 p35 inh 0.9, Wnt act -3, Rtt109 Vps75 6, HTR5A ag -2 and SR-BI HDL uptake 64.
`CCOC(=O)N1CCN(C(=O)C2CCN(S(=O)(=O)c3cc(Cl)ccc3Cl)CC2)CC1` gave SR-BI DiI-HDL act -11, cardiac RTF act 1, PvdQ inh -12, dFosB act -1, CDK5 p35 inh 0.0, Rtt109 Vps75 -2, HTR5A ag 3 and SR-BI HDL uptake 11.
Screening COCCCNc1nc2ccccc2nc1NS(=O)(=O)c1ccc(C)cc1 returned MITF TRPM1 HTS -6, SR-BI DiI-HDL act 6, cardiac RTF act -7, PvdQ inh -2, dFosB act 1, CDK5 p35 inh -0.8, Wnt act -2, Rtt109 Vps75 -3, HTR5A ag 2 and SR-BI HDL uptake -6.
CCOC(=O)N1CCN(S(=O)(=O)c2ccc(OC)c(Cl)c2Cl)CC1 was read as MITF TRPM1 HTS 0, SR-BI DiI-HDL act 14, cardiac RTF act -3, PvdQ inh -9, dFosB act -13, CDK5 p35 inh -1.8, Rtt109 Vps75 -1, HTR5A ag -2 and SR-BI HDL uptake -14.
For Cc1ccc(Nc2nc(-c3cccnc3)cs2)cc1C the results were MITF TRPM1 HTS 63, cardiac RTF act -2, PvdQ inh -6, dFosB act -2, CDK5 p35 inh -0.9, Wnt act inconclusive and HTR5A ag 0.
`CC(=O)N(C(C)=O)n1c(/C=C/c2cccc([N+](=O)[O-])c2)nc2ccccc2c1=O` gave MITF TRPM1 HTS 2, SR-BI DiI-HDL act -3, cardiac RTF act -2, PvdQ inh -9, dFosB act -2, CDK5 p35 inh -3.2, Wnt act 6, Rtt109 Vps75 -3, HTR5A ag -4 and SR-BI HDL uptake 3.
`COc1ccc(OC)c(S(=O)(=O)ON2C(=O)c3ccccc3C2=O)c1` gave SR-BI DiI-HDL act 20, cardiac RTF act -1, PvdQ inh -5, dFosB act -10, CDK5 p35 inh 0.9, Wnt act 1, Rtt109 Vps75 -12, HTR5A ag 0 and SR-BI HDL uptake -20.
COc1ccc(C(=O)C2CCCN(C(=O)c3noc4c3CCCC4)C2)c(C)c1 (stereo not given) was read as MITF TRPM1 HTS -23, SR-BI DiI-HDL act -5, cardiac RTF act 0, PvdQ inh -16, dFosB act -8, CDK5 p35 inh 2.3, Wnt act 0, Rtt109 Vps75 8, HTR5A ag 5 and SR-BI HDL uptake 5.
`Cc1ccc(NC(=O)COC(=O)C2(CC(=O)NC(C)(C)C)CCCC2)cc1C` gave MITF TRPM1 HTS -3, SR-BI DiI-HDL act -71, cardiac RTF act -6, PvdQ inh -15, dFosB act -16, CDK5 p35 inh 1.2, Wnt act 6, Rtt109 Vps75 9, HTR5A ag 0 and SR-BI HDL uptake inconclusive.
O=C(CNC(=O)c1ccccc1Cl)N/N=C/c1ccc([N+](=O)[O-])s1 was read as MITF TRPM1 HTS -42, SR-BI DiI-HDL act 0, cardiac RTF act -6, PvdQ inh -1, dFosB act -6, CDK5 p35 inh 0.3, Wnt act 1, Rtt109 Vps75 -7, HTR5A ag 5 and SR-BI HDL uptake 0.
O=C(NN1CCOCC1)c1cc(-c2ccc(Br)s2)nc2ccccc12 was read as MITF TRPM1 HTS 4, cardiac RTF act -2, PvdQ inh -7, dFosB act -2, CDK5 p35 inh 0.2, Wnt act -1, Rtt109 Vps75 -14 and HTR5A ag -1.
For CCOC(=O)N1CCN(c2c(N3CCN(c4cc(C)ccc4C)CC3)c(=O)c2=O)CC1 the results were MITF TRPM1 HTS -7, SR-BI DiI-HDL act -14, cardiac RTF act -4, PvdQ inh -10, dFosB act -1, CDK5 p35 inh -0.8, Wnt act -2, Rtt109 Vps75 3, HTR5A ag -5 and SR-BI HDL uptake 14.
For CCC[C@@H](O)c1cc2cc(OC)c(OC)cc2c(=O)o1 the results were MITF TRPM1 HTS 19, SR-BI DiI-HDL act -4, cardiac RTF act 4, PvdQ inh -3, dFosB act -2, CDK5 p35 inh 0.4, Wnt act -1, Rtt109 Vps75 -5, HTR5A ag 3 and SR-BI HDL uptake 4.
`COC(=O)c1cn(CCOc2ccccc2F)c2ccccc12` gave SR-BI DiI-HDL act -4, cardiac RTF act 1, PvdQ inh 10, dFosB act -12, CDK5 p35 inh -0.9, Rtt109 Vps75 27, HTR5A ag 1 and SR-BI HDL uptake 4.
`O=C(CN1CCCC1)NC1C2CC3CC(C2)CC1C3` (stereo not given) gave SR-BI DiI-HDL act -5, cardiac RTF act -1, PvdQ inh 0, dFosB act 0, CDK5 p35 inh -0.1, Rtt109 Vps75 -1, HTR5A ag 5 and SR-BI HDL uptake 5.
Screening Cc1cc2occ(CC(=O)N(CCC(C)C)c3c(N)n(Cc4ccccc4)c(=O)[nH]c3=O)c2cc1C returned MITF TRPM1 HTS -1, SR-BI DiI-HDL act -49, cardiac RTF act -8, PvdQ inh 9, dFosB act 5, CDK5 p35 inh 1.0, Wnt act 0, Rtt109 Vps75 1, HTR5A ag -1 and SR-BI HDL uptake 49.
O=C(NCC(=O)N1CC=C(c2ccccc2)CC1)c1ccc(OC(F)F)cc1 was read as MITF TRPM1 HTS -13, SR-BI DiI-HDL act -28, cardiac RTF act 5, PvdQ inh 4, dFosB act 1, CDK5 p35 inh 1.7, Wnt act 17, Rtt109 Vps75 0, HTR5A ag -1 and SR-BI HDL uptake 28.
COc1ccc(-c2cc(C(=O)NN)n(-c3ccccc3)n2)cc1 was read as MITF TRPM1 HTS 34, SR-BI DiI-HDL act 0, cardiac RTF act 3, PvdQ inh 5, dFosB act -6, CDK5 p35 inh 0.5, Wnt act 15, Rtt109 Vps75 23, HTR5A ag -2 and SR-BI HDL uptake 0.
CNC(=O)c1[nH]cnc1C(=O)Nc1cccc(C)c1 was read as MITF TRPM1 HTS 22, SR-BI DiI-HDL act 4, cardiac RTF act 2, PvdQ inh -14, dFosB act 0, CDK5 p35 inh -0.3, Wnt act 12, Rtt109 Vps75 -2, HTR5A ag 9 and SR-BI HDL uptake -4.
COc1ccccc1NC(=S)NC(=O)C(C)C was read as MITF TRPM1 HTS -7, SR-BI DiI-HDL act 17, cardiac RTF act 5, PvdQ inh 4, dFosB act -9, CDK5 p35 inh 1.7, Rtt109 Vps75 -8, HTR5A ag -1 and SR-BI HDL uptake -17.
Screening CCCc1[nH]nc2c1C(c1cccnc1)C(C#N)=C(N)O2 (stereo not given) returned MITF TRPM1 HTS -9, SR-BI DiI-HDL act 3, cardiac RTF act -5, PvdQ inh -9, dFosB act 8, CDK5 p35 inh 2.5, Rtt109 Vps75 -4, HTR5A ag -3 and SR-BI HDL uptake -3.
Screening Cc1ccc(S(=O)(=O)NCCC(c2ccccc2)c2ccco2)cc1 (stereo not given) returned MITF TRPM1 HTS 2, SR-BI DiI-HDL act -8, cardiac RTF act -3, PvdQ inh 3, dFosB act -2, CDK5 p35 inh 2.0, Rtt109 Vps75 -3, HTR5A ag 1 and SR-BI HDL uptake 8.
`CCOC(=O)N1CCC(N2CCCC(CO)(Cc3cccc(Cl)c3)C2)CC1` (stereo not given) gave MITF TRPM1 HTS 3, SR-BI DiI-HDL act 11, cardiac RTF act 9, PvdQ inh -13, dFosB act 4, CDK5 p35 inh -2.9, Wnt act -2, Rtt109 Vps75 -16, HTR5A ag 1 and SR-BI HDL uptake -11.
CCCCCCCCCCOC(=O)Cn1c(COc2ccccc2)[n+](C)c2ccccc21 was read as MITF TRPM1 HTS -8, SR-BI DiI-HDL act 14, cardiac RTF act -4, PvdQ inh -8, dFosB act 35*, CDK5 p35 inh 0.7, Wnt act -4, Rtt109 Vps75 -5, HTR5A ag 15* and SR-BI HDL uptake -14.
CCOc1cc(/C=N/NC(=O)CSc2nncn2C)ccc1OCc1cccc(C)c1 was read as MITF TRPM1 HTS 12, SR-BI DiI-HDL act -26, cardiac RTF act -9, PvdQ inh 9, dFosB act -7, CDK5 p35 inh 0.4, Wnt act -4, Rtt109 Vps75 50*, HTR5A ag 4 and SR-BI HDL uptake 26.
For O=c1c2c(nc3cc(-c4ccccc4)[nH]n13)CCS2 the results were MITF TRPM1 HTS 58, SR-BI DiI-HDL act 2, cardiac RTF act -5, PvdQ inh 3, dFosB act 1, CDK5 p35 inh -5.1, Rtt109 Vps75 -4, HTR5A ag -8 and SR-BI HDL uptake -2.

Outcome played no part in choosing rows; about 4.4% have a hit in one of these screens.
